TIM10 inh: TIM10 yeast growth inhibition; S. cerevisiae TIM10 strain growth, BacTiter-Glo luminescence, 24 h; inhibition, % at 10 µM; hit rate 1.4% among 330,000; AID 463195;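 active = inhibition of 40% or more at the single tested concentration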;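 note: wild-type TIM10 isogenic control strain grown at permissive 25 °C; 0% = DMSO yeast wells and 100% = minimal medium wells without yeast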
Mdm2-MdmX inh: inhibitors of human Mdm2/MdmX interaction; SaOS-2 split-luciferase Mdm2/MdmX complementation, luminescence; hit rate 3% among 330,000; O15151+Q00987; inhibition, % at 8 µM;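 active = inhibition of at least 50% at 8 µM in the primary screen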
NR3A LBD binder: modulates the human NR3A ligand-binding domain. NR3A LBD differential scanning fluorimetry, Tm shift; 0% = protein alone, 100% = glycine-bound protein. Tm shift relative to glycine control, % at 25 µM. hit rate 2.5% among 340,000. AID 1259313;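 active = melting temperature shift of at least 10% of the positive control shift, at one fixed dose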
CHOP UPR activ: activators of apoptotic arm of unfolded protein response (CHOP) | CHO-CHOP luciferase reporter, UPR activation, luminescence; percent of tunicamycin response over DMSO baseline | activation, % at 10 µM | hit rate 0.34% among 330,000;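 active = at 10 µM dose, activation of 40% or more, normalized to positive control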;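 note: 100% = tunicamycin at 10 µg/mL and 0% = DMSO alone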
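assay system = CHO CHOP reporter cells | amount = 500 CHO-CHOP cells per well | buffer or medium = F12 with 10% FBS | incubation = 16-18 h cell attachment, then 6 h compound exposure, 37 °C | detection = luminescence read with Steady-Glo | read-out = percent activation relative to tunicamycin control | controls = tunicamycin high control, DMSO low control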
tim23-1 inh: inhibits growth of tim23-1 mutant yeast | inhibition, % at 20 µM | hit rate 1.3% among 330,000 | S. cerevisiae tim23-1 growth, BacTiter-Glo luminescence, 24 h;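 active = growth inhibition of the mutant yeast at or above 50%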;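 note: temperature-sensitive mutant grown at 25 °C; plate controls were DMSO-treated mutant yeast for no effect and medium wells lacking yeast for full effect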
tim10-1 inh: inhibits growth of tim10-1 mutant yeast; S. cerevisiae tim10-1 ts strain growth, BacTiter-Glo, 24 h; inhibition, % at 20 µM; hit rate 2.2% among 330,000;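 active = inhibition of at least 40%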;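 note: mutant grown at 25 °C; 0% = DMSO wells with yeast and 100% = wells holding no yeast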
APJ ag: agonists of human APJ apelin receptor | P35414 | CHO-K1 APJ PathHunter beta-arrestin, luminescence; 0% DMSO wells, 100% apelin | activation, % at 20 µM | hit rate 0.11% among 330,000 | AID 2520;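 active = activation more than six SD over the plate average, tested at 20 µM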;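 note: 0% = DMSO alone and 100% = apelin-13 at 10 nM; some results filed as inactive read as strong as hits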
Target sequence (P35414 whole entry, looked up): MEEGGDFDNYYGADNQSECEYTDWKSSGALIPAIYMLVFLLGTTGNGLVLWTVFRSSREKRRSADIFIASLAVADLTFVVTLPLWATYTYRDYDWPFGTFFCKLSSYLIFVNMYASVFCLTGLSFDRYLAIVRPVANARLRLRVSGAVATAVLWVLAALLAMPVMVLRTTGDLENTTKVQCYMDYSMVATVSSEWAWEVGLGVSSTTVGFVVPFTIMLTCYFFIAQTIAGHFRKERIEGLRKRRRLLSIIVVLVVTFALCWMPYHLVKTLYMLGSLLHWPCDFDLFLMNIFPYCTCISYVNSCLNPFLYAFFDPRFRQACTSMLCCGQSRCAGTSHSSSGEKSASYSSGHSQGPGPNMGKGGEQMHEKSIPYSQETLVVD
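system = engineered CHO-K1 APJ arrestin reporter cells | input = 1000 cells per well | timing = overnight seeding, 90 min compound at 25 °C, 1 h detection | measured by = enzyme-fragment complementation luminescence | read-out = beta-arrestin recruitment to APJ as agonist activity, luminescent signal | control set = negative DMSO alone, positive Apelin-13 at 10 nM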
XBP1 UPR activ: adaptive UPR (XBP1) activation; CHO-XBP1 luciferase reporter, IRE1-XBP1 UPR activation, luminescence; percent of tunicamycin response, DMSO as zero; activation, % at 20 µM; hit rate 0.33% among 330,000; AID 463104;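 active = versus positive control, 20 µM dose yields 30% or more activation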;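 note: 100% = tunicamycin at 10 µg/mL and 0% = DMSO only wells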
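Material: CHO-XBP1 cells stably carrying IRE1-XBP1-driven luciferase reporter | Medium: F12 with 10% serum | Compound dosing: 20 µM single concentration, DMSO 1% | Incubation: Overnight seeding at 37 °C, 6 h compound treatment at 37 °C | Detection: Steady-Glo luminescence read | Read-out basis: % activation of reporter signal versus tunicamycin and DMSO controls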
NLRP3 yeast inh: blocks the NALP3 inflammasome reconstituted in yeast. Yeast reconstituted NLRP3/ASC/caspase-1, beta-gal luminescence, 24 h. inhibition, % at 10 µM. hit rate 0.39% among 330,000;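 active = inhibition of 50% or more; inactive = inhibition below 50%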;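 note: plate controls were induced DMSO wells for no effect and uninduced yeast grown without galactose for full effect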
* marks the source's active call; other numbers are inactive results.

SMILES | TIM10 inh | Mdm2-MdmX inh | NR3A LBD binder | CHOP UPR activ | tim23-1 inh | tim10-1 inh | APJ ag | XBP1 UPR activ | NLRP3 yeast inh
COc1cc2c(C#N)c(N3CCOCC3)nc(N)c2c(N)n1 | 11 | 36 | 1 | 1.3 | 15 | 6 | 1 | 2 | -11
CCCCc1c(O)nc(SCC(=O)N2CCCCC2)n(-c2ccccc2C)c1=O | 20 | -3 | -1 | -0.4 | 11 | 16 | -2 | 0 | -10
O=C(Nc1nnc(SCC(=O)N2CCCCC2)s1)c1c(F)cccc1F | 13 | -7 | 0 | 3.0 | 10 | 13 | 1 | -1 | 11
CC1CCCN(C(=O)N2c3ccccc3Sc3ccccc32)C1 (stereo not given) | -7 | 4 | 2 | -0.1 | 20 | 17 | -3 | 0 | 20
CCn1cc(CNC(=O)c2ccc(C)s2)cn1 | 12 | -16 | 0 | 0.1 | -6 | -12 | -3 | -4 | 9
CC1CC(C)CN(S(=O)(=O)c2cc3c(cc2Cl)NC(=O)CO3)C1 (stereo not given) | 5 | 13 | 1 | -0.4 | -7 | 4 | -3 | -1 | -7
Cc1ccc(N2C(=O)CC(Sc3nc(-c4ccccc4)c4cc(Cl)ccc4n3)C2=O)c(C)c1 (stereo not given) | 2 | 34 | 1 | 0.0 | -9 | 14 | -2 | 0 | -3
Cc1ccc(S(=O)(=O)N2CCC(C(=O)OCc3c(C)noc3C)CC2)cc1C | 5 | 0 | 2 | 1.2 | 23 | 13 | -1 | 0 | -2
CCC1Sc2ccc(S(=O)(=O)N3CCN(c4ccccc4)CC3)cc2NC1=O (stereo not given) | 16 | -1 | -2 | 1.5 | 18 | 15 | -1 | -6 | 21
CC1CC(=O)N(CC(=O)NCc2ccco2)c2ccccc2S1 (stereo not given) | 15 | -5 | -1 | -1.0 | 17 | 18 | -2 | -1 | 0
COc1cccc(C(C#N)N2CCOCC2)c1 (stereo not given) | 3 | 12 | 0 | -1.3 | 10 | 10 | -2 | -3 | 6
Cc1ccc2nc(-c3ccc(N4C(=NC(=O)CCC(=O)O)SC5CS(=O)(=O)CC54)cc3)sc2c1 (stereo not given) | 13 | -146 | -5 | 5.1 | 18 | 10 | -1 | 0 | 13

Reprinted at random: four records from the list.
SMILES | TIM10 inh | Mdm2-MdmX inh | NR3A LBD binder | CHOP UPR activ | tim23-1 inh | tim10-1 inh | APJ ag | XBP1 UPR activ | NLRP3 yeast inh
CC1CC(C)CN(S(=O)(=O)c2cc3c(cc2Cl)NC(=O)CO3)C1 (stereo not given) | 5 | 13 | 1 | -0.4 | -7 | 4 | -3 | -1 | -7
CCCCc1c(O)nc(SCC(=O)N2CCCCC2)n(-c2ccccc2C)c1=O | 20 | -3 | -1 | -0.4 | 11 | 16 | -2 | 0 | -10
Cc1ccc(N2C(=O)CC(Sc3nc(-c4ccccc4)c4cc(Cl)ccc4n3)C2=O)c(C)c1 (stereo not given) | 2 | 34 | 1 | 0.0 | -9 | 14 | -2 | 0 | -3
O=C(Nc1nnc(SCC(=O)N2CCCCC2)s1)c1c(F)cccc1F | 13 | -7 | 0 | 3.0 | 10 | 13 | 1 | -1 | 11

More structures
SMILES | TIM10 inh | Mdm2-MdmX inh | NR3A LBD binder | CHOP UPR activ | tim23-1 inh | tim10-1 inh | APJ ag | XBP1 UPR activ | NLRP3 yeast inh
Cc1ccc(NC(=O)CNC(=O)N2CC(=O)Nc3ccccc32)cc1F | 15 | -1 | -3 | 1.4 | 1 | -2 | -6 | 1 | 5
CCc1cc(C(=O)NNC(=S)NC2CCCCC2)cs1 | 18 | -4 | 1 | 4.3 | 2 | 20 | -10 | -1 | 12
CCCCC(=O)N=c1sc2cc([N+](=O)[O-])ccc2n1C | -3 | -13 | 0 | 1.6 | 7 | 2 | 5 | 0 | 14
CN(C)S(=O)(=O)c1cccc(-c2nn(-c3ccccc3)cc2/C=C2\SC(=S)N(CC(=O)O)C2=O)c1 | 17 | 20 | 3 | 0.3 | 4 | 17 | -5 | -2 | 8
Cc1onc(-c2ccccc2Cl)c1C(=O)N1CCCCC1 | 15 | -10 | 1 | 2.8 | 9 | 4 | -3 | 0 | 11
COc1ccc(OC)c(-c2nnc3n2N=C(c2ccc(OC(F)F)c(OCC4CC4)c2)CS3)c1 | -12 | 57* | -14 | -0.2 | 24 | -37 | -2 | 26 | 23
O=C(NCc1ccc(OC(F)(F)F)cc1)C1CC(c2ccccc2[N+](=O)[O-])=NO1 (stereo not given) | 8 | 10 | -1 | -0.3 | 34 | 17 | 4 | -4 | 11
O=C(CCC(=O)Nc1nnc(C2CCCCC2)s1)NCc1ccc(F)cc1 | 11 | 8 | -2 | -0.6 | 10 | 3 | 2 | 2 | 13
O=C(CC1C(=O)NCCN1Cc1c(F)cccc1Cl)NCCCn1cccn1 (stereo not given) | -6 | 18 | -1 | -0.8 | 39 | -3 | -2 | 1 | -17
Cc1cnc(NC(=O)C(C)N2C(=O)C3CC=CCC3C2=O)s1 (stereo not given) | 1 | -13 | 0 | -0.8 | -3 | 6 | -5 | 0 | 5
Cc1c(C(=O)c2ccc(Cl)c([N+](=O)[O-])c2)c2ccccn2c1CCC#N | 25 | 1 | -1 | -0.4 | 35 | 32 | -1 | -1 | -14
C#CCSc1nccc(-c2nn(-c3ccc(C)cc3)ccc2=O)n1 | 31 | 22 | 0 | 1.0 | 28 | 39 | -6 | -1 | 24
COc1ccccc1CNC(=O)CSc1ccsc1[N+](=O)[O-] | 24 | -30 | -2 | 2.6 | 16 | 18 | 0 | 2 | 28
Fc1ccccc1-n1cc(-c2ccccc2)[nH]c1=S | 38 | -21 | 0 | 6.6 | 31 | 33 | -2 | 1 | 7
CCC(C)NC(=O)C1CCN(S(=O)(=O)N2CCOCC2)CC1 (stereo not given) | -3 | 15 | 1 | -1.4 | 6 | 0 | -1 | -1 | 19
CCOc1cc(/C=N/NC(=O)CN2CCCCC2)ccc1OCc1ccccc1 | 14 | 0 | 0 | 1.0 | 2 | 21 | 1 | -1 | 2
CC(C)c1ccc(NC(=S)NNC(=O)C2CC2)cc1 | 16 | 15 | 1 | 1.1 | 1 | 6 | -5 | -1 | 31
COCCn1c(N)c(Sc2ccc([N+](=O)[O-])cc2)c(=O)[nH]c1=O | 8 | 23 | 2 | -0.2 | -5 | 8 | -1 | 0 | -7
CCCOc1ccc(C(=O)OCC(=O)NCCc2ccc(OCC)c(OCC)c2)cc1OC | 18 | 13 | -1 | 12 | 13 | 18 | -4 | -2 | -7
CN1C=CC(=CC=C2C=CC(=O)C=C2)C=C1 | -12 | -1 | 1 | 1.1 | 7 | 11 | 1 | 1 | 11
COc1ccccc1-n1c(SCC(=O)N2CCCC2)nnc1-c1ccccc1 | 13 | 17 | 0 | 0.3 | 8 | 12 | -2 | -2 | -14
CCc1nn(CC(=O)NCCCN2CCN(CC)CC2)c(=O)c2cc3occc3n12 | -10 | 11 | 0 | 0.5 | -6 | 3 | 1 | -3 | 12
CCOC(=O)c1c(C)c(C(=O)N2CCN(C(=O)c3ccco3)CC2)c(C)n1C | 8 | -18 | 0 | 0.1 | 16 | 9 | -2 | 0 | -3
Cc1cccc(C(=O)Nc2sc(C)c(-c3ccccc3)c2C#N)c1 | -13 | -225 | -4 | 1.4 | 0 | 5 | 4 | 1 | 23
O=C1CN(C(=O)CNCc2ccccc2)c2ccccc2N1 | -3 | -1 | 0 | -1.3 | 2 | -15 | -3 | -1 | 4
COc1ccc(NC(=O)C2CCN(S(=O)(=O)c3c(C)noc3/C=C/N(C)C)CC2)cc1 | 2 | -7 | 3 | -1.8 | 0 | 6 | 1 | -5 | 10
CCN1CCN(c2cc(C)c3cc(NC(=S)N4CCCC4)ccc3n2)CC1 | 0 | 8 | 3 | -0.6 | 12 | 7 | -2 | -1 | 1
CC12COC3(C(=O)Nc4ccc(Cl)cc4)CC1CCC32C (stereo not given) | 28 | 7 | -2 | 0.0 | 43 | 19 | -2 | 0 | 13
O=C(CSc1nnc(-c2ccccn2)o1)Nc1ccc(F)cc1 | -25 | -23 | 0 | 2.4 | -19 | -23 | 2 | -1 | 8
CC(=O)Nc1ccc(NC(=O)CSc2ncc(C(=O)Nc3ccc(Cl)cc3)c(=O)n2C)cc1 | -14 | -3 | 9 | 5.0 | -10 | -10 | -5 | -2 | 3
CN(CC(=O)NCc1ccncc1)S(=O)(=O)c1ccc(Cl)cc1 | 0 | 11 | -2 | -1.2 | -1 | -3 | -3 | -3 | -4
COc1ccc(N(CC(=O)Nc2ccc3c(c2)OCO3)S(C)(=O)=O)c(OC)c1 | 14 | 0 | 1 | 1.3 | -29 | 5 | -1 | 2 | 21
Cc1ccc(Cn2c(C(C)Nc3nc(-c4ccc(F)cc4)cs3)nc3cc(C(=O)NCCCO)ccc32)cc1 (stereo not given) | 10 | 7 | -9 | -1.7 | 24 | 17 | -1 | -3 | 16
CCCCOc1ccc(NC(=O)C2CC=CCC2C(=O)O)cc1 (stereo not given) | -3 | -3 | 1 | 1.9 | 4 | -4 | -5 | 0 | 9
COc1ccc(NC(=O)COC(=O)CCNC(=O)c2ccco2)cc1Cl | -4 | 1 | -5 | 0.3 | -6 | -17 | -1 | -3 | 12
CN(C)C1=NC[C@H](Cc2ccccc2)N1CCCC1CCCC1 | 7 | 53* | 1 | -0.7 | -1 | 0 | 7 | -2 | 19
CC1=CC(=Nc2c(C)n(C)n(-c3ccccc3)c2=O)C=C(C)C1=O | 23 | 77* | -1 | 1.7 | 36 | 30 | -2 | -3 | 14
CCN(C(=O)COC(=O)c1ccccc1OCc1ccc(Cl)cc1)C1CCS(=O)(=O)C1 (stereo not given) | 5 | 8 | 2 | 1.0 | 14 | 0 | -5 | -1 | 10
COc1ccc(OCC(=O)NNC(=O)c2cccnc2)cc1 | -5 | 5 | 1 | -1.7 | 37 | 13 | 21 | 6 | 26
O=C(COC(=O)c1ncc(Cl)c(Cl)c1Cl)NCCc1ccccc1 | 8 | 5 | 0 | 0.7 | 25 | 22 | 0 | 2 | 21
COC(=O)Cc1[nH]nc2c1C(C1C=CCCC1)C(C#N)=C(N)O2 (stereo not given) | 7 | 27 | 0 | -0.9 | 6 | -5 | -2 | -2 | -3
Cc1ccnc(NS(=O)(=O)c2ccc(NC(=O)C3CCCCC3)cc2)n1 | 1 | -4 | 2 | 0.6 | -9 | -9 | 4 | -2 | 12
O=C(COC(=O)c1ccccc1Oc1ccccc1)NC1CCS(=O)(=O)C1 (stereo not given) | 3 | 14 | 0 | 0.4 | 6 | 0 | -5 | -3 | 5
Cc1cccc(NC(=O)Cc2noc3ccccc23)c1 | 0 | -16 | -1 | 3.8 | 5 | 25 | -1 | 2 | 36
NS(=O)(=O)c1ccc(N/N=C2/CCCc3ccccc32)c([N+](=O)[O-])c1 | 2 | 6 | -4 | 1.6 | -5 | 11 | -2 | -2 | 4
NS(=O)(=O)c1ccc(CCNC(=O)CSc2nc3ccsc3c(=O)n2CCCCCC(=O)O)cc1 | 5 | 5 | 0 | 1.2 | -4 | 6 | -4 | 0 | 16
Cc1ccccc1C(=O)Nc1sc(C)c(C)c1C(=O)c1ccccc1 | -9 | 19 | 1 | 0.2 | -10 | 14 | -4 | 1 | -2

Compound activity (PubChem)
